# SRC1 TRFRET art = TR-FRET artefact, counter-screen to PPARgamma/SRC-1 agonist assay | TR-FRET detection artefact counter-screen, emission ratio; active compounds read high | TR-FRET ratio at 8 µM | hit rate 0.34% among 99,000; in the data active = TR-FRET ratio above about 2300; also: inactives centre near 1800; reference of the scale not given here
# SRC3 TRFRET art = counter-screen for PPARgamma SRC-3 recruitment agonists: TR-FRET artefact; PPARgamma/SRC-3 format; active compounds read high; TR-FRET ratio at 8 µM; hit rate 0.39% among 99,000; AID 1048; in the data active = TR-FRET ratio above about 2000; also: inactives centre near 1600; reference of the scale not given here
# * marks the source's active call; other numbers are inactive results. Rows are unselected; 0.65% or so of the library scored in one or more.
SMILES,SRC1 TRFRET art,SRC3 TRFRET art
COc1cccc(N/N=C(\C#N)S(=O)(=O)C(C)(C)C)c1,1629,1631
Cc1cccc(C)c1NC(=S)N1CCCN(Cc2ccc(F)cc2)C1,1672,1578
CSCCC(NC(=O)/C(=C\c1ccc(Cl)cc1)NC(=O)c1ccccc1)C(=O)O (stereo unspecified),1648,1554
CC(=O)N(Cc1ccc(F)cc1)Cc1nc2ccccc2c(=O)[nH]1,1724,1622
CS(=O)(=O)N1N=C(c2cccs2)CC1c1ccccc1F (stereo unspecified),1863,1730
CC1(C)Cc2c(sc3c2c(=N)n(Cc2ccco2)c(=O)n3CC(=O)Nc2cccc(Cl)c2)CO1,1931,1689
CCOc1ccc(S(=O)(=O)NCCCN2CCCC2=O)cc1,1925,1454
CCOC(=O)c1c(C)n(C)c2cc(-c3cccc(C(F)(F)F)c3)c(O)cc12,1814,1512
CCC(C)Cn1c(C(C)C)nc2ccccc21 (stereo unspecified),1707,1663
Cn1c(SCC(=O)Nc2cccnc2)nnc1-c1ccccc1F,1663,1448
O=C(CN1CC(=O)Oc2ccccc21)OCC(=O)c1ccc(F)cc1,1480,1608
O=C(NCc1ccncc1)Nc1cccc([N+](=O)[O-])c1,2117,1636
O=C(COC(=O)/C=C/c1cccc(F)c1)Nc1ccccc1,1926,1369
O=C(c1ccc(Cl)c(Cl)c1)N1CCC(O)(CN2CCOCC2)CC1,1796,1479
CCCOc1ccc(C(=O)CCC(=O)OCC(=O)Nc2ccc(Oc3ccccc3)cc2)cc1,1881,1686
Cc1ccccc1CC1(CO)CCCN(C(=O)c2ccc(F)cc2)C1 (stereo unspecified),1769,1618
O=C(NCc1ccccc1)C(c1ccccc1)N(C(=O)c1csnn1)C1CC1 (stereo unspecified),1836,1601
O=[N+]([O-])c1cccc(-c2noc(COc3ccccc3)n2)c1,1929,1403
CN1CCN(C(CNS(=O)(=O)c2cccs2)c2cccnc2)CC1 (stereo unspecified),1823,1450
CN1CCN(/N=C/c2ccc(N(C)c3ccccc3)cc2)CC1,1856,1821
Cc1ccccc1N1Cc2ccccc2C1,1757,1579
COCCNC(=S)N1CCN(c2cccc(C)c2C)CC1,1796,1433
CCCn1nc(C(=O)OCC(=O)c2ccccc2)c2ccccc2c1=O,1745,1738
O=C(Nc1ccccc1N1CCOCC1)C1CCN(S(=O)(=O)c2cccc(C(F)(F)F)c2)CC1,2214,1535
Cc1cccc(NC(=O)C(=O)NCCCN2CCOCC2)c1,1813,1347

# (list continues)
SMILES,SRC1 TRFRET art,SRC3 TRFRET art
Cc1csc(SCC(=O)Nc2cc(C(C)(C)C)nn2-c2ccccc2)n1,1759,1455
O=C(Cn1nnc(-c2ccccc2F)n1)NCc1ccco1,1865,1448
COc1ccc2c(CN3CCN(S(=O)(=O)c4cccs4)CC3)cc(=O)oc2c1,1780,1638
COC(=O)c1c(C)nc2nonc2c1N,1526,1458
O=C(CSc1nc2ccccc2c(=O)n1-c1ccccc1)c1c[nH]c2ccccc12,2056,1601
O=C(N/N=C/c1cccc([N+](=O)[O-])c1)C1COc2ccccc2O1 (stereo unspecified),2036,1831
CCCCNC(=O)COC(=O)CNC(=O)c1cc(Cl)cc([N+](=O)[O-])c1,1537,1436
Cc1ccccc1N1CC(O)(c2cccs2)[N+]2=C1CCCC2 (stereo unspecified),1802,1595
O=C(Nc1c(F)cc(F)cc1Br)c1cc(S(=O)(=O)N2CCN(c3ccccn3)CC2)ccc1F,1942,1629
Cc1ccc(NCc2ccc(Cl)nc2)c(NCc2ccc(Cl)nc2)c1,2025,1715
O=C(NCc1nnc(SCC(=O)N2CCc3ccccc32)o1)c1cccs1,1813,1643
N/C(=N\OC(=O)c1ccccc1)c1ccccn1,2049,1548
CCS(=O)(=O)Nc1ccc2c(c1)OCO2,1641,1427
Cc1cccc(C(=O)N/N=C/c2cc(Br)c(Br)o2)c1,1974,1675
Cc1onc(C(=O)Nc2sc3c(c2C#N)CCCC3)c1[N+](=O)[O-],1838,1667
C=CCNC(=S)N(CC)c1cccc2ccccc12,1681,1532
O=C(c1cccc(Cl)c1)N1CCn2c1nc1ccccc12,1944,1683
CNC(=O)CSc1nnc(-c2ccc3c(c2)OCO3)n1C,1682,1622
C=C(C)c1cccc(C(C)(C)NC(=O)Nc2ccc(C(C)=O)cc2)c1,2059,1771
CCOc1ccccc1NC(=O)CCCN1C(=S)NC(C)(C)CC1C (stereo unspecified),1643,1465
OCCC1CN(Cc2cccc(-c3ccco3)c2)CCN1Cc1ccsc1 (stereo unspecified),1550,1699
Cc1ccc(O)c(C(=O)c2cnn(C(=O)COc3ccc(Cl)cc3)c2)c1,1905,1791
COc1cc2c(cc1OC)CN(CC(=O)Nc1ccc(Cl)c(S(=O)(=O)N(C)C)c1)CC2,1868,1498
COc1ccc(Cl)cc1NC(=O)c1cnc2sccn2c1=O,1798,1537
O=C1CS(=O)CN1c1ccc(Oc2ccccc2)cc1 (stereo unspecified),1683,1687

# Random excerpt: six compounds from above, in no set order.
SMILES,SRC1 TRFRET art,SRC3 TRFRET art
COc1ccc(Cl)cc1NC(=O)c1cnc2sccn2c1=O,1798,1537
COCCNC(=S)N1CCN(c2cccc(C)c2C)CC1,1796,1433
CCCCNC(=O)COC(=O)CNC(=O)c1cc(Cl)cc([N+](=O)[O-])c1,1537,1436
Cc1ccccc1N1Cc2ccccc2C1,1757,1579
Cc1ccccc1N1CC(O)(c2cccs2)[N+]2=C1CCCC2 (stereo unspecified),1802,1595
CNC(=O)CSc1nnc(-c2ccc3c(c2)OCO3)n1C,1682,1622

# Next part
SMILES,SRC1 TRFRET art,SRC3 TRFRET art
O=C(Nc1c2c(nc3c1CCC3)CCCC2)c1ccccn1,2010,1602
CCn1c(CCc2ccccc2)n[nH]c1=S,1700,1630
O=C(Nc1cccnc1)/C(N=Nc1cccnc1)=C(\O)c1ccccc1,1936,1827
Cc1ccc2c(c1)C1CN(C)CCC1N2C(=S)NC(=O)c1ccc(Br)cc1 (stereo unspecified),1848,1547
CSC1=NSC2=NC(=O)/C(=C/c3coc4ccc(O)cc4c3=O)C(=N)N12,2125,1686
CC(C)c1ccc(NC(=O)c2snc3ccc(Cl)cc23)cc1,1877,1581
CC1CCc2c(sc(NC(=O)C3c4ccccc4Oc4ccccc43)c2C(N)=O)C1 (stereo unspecified),1788,1611
O=C(c1ccc(NC(=S)NCc2ccco2)cc1)N1CCOCC1,1785,1520
CC(=O)Cc1nsc(Nc2ccc(C)cc2)n1,1764,1671
COc1ccccc1NS(=O)(=O)c1cc(NC(=O)/C=C/c2cccs2)ccc1N1CCOCC1,2185,1686
CCOC(=O)C(=O)Nc1ccccc1C#N,1552,1491
CC(SCc1ccccc1)C(=O)N/N=C/c1cccs1 (stereo unspecified),1829,1599
O=C(NCCc1ccccn1)C1CCN(S(=O)(=O)c2ccc(Cl)cc2)CC1,1913,1815
CC(=O)Nc1ccc(NC(=S)Nc2ccc(F)cc2)cc1,1878,1385
CCn1c(SCC(=O)N=Nc2c(O)[nH]c3ccccc23)nc2ccccc21,1776,1450
Cc1cc(NC(=O)C2COc3ccccc3O2)no1 (stereo unspecified),1730,1376
Cc1ccccc1Nc1nc(N)nc(COc2ccc(C#N)cc2)n1,1883,1571
CN1CCN(C(=S)c2cn(Cc3cccc(F)c3)c3ccccc23)CC1,1993,1609
COc1ccc(NC(=O)c2cc([N+](=O)[O-])ccc2N2CCN(C)CC2)cc1,1623,1453
CC1=C(C(=O)Nc2ccccc2F)C(c2cccs2)NC(=S)N1 (stereo unspecified),1970,1761
CCCOc1ccc(NC(=O)C2CC(=O)N/C(=N/N=C(\C)CCc3ccc4c(c3)OCO4)S2)cc1 (stereo unspecified),1640,1471
NS(=O)(=O)c1cc2c(cc1Cl)NCNS2(=O)=O,1873,1573
CC(CC1CC(C)(C)OC1=O)C(=O)Nc1ccc([N+](=O)[O-])cc1 (stereo unspecified),1810,1533
O=C(COC(=O)c1ccncc1)NCCCc1ccccc1,1947,1452
Cc1ccc(N/C=C2\CCCCC2=O)c(C)c1,1668,1538

# Ordered by molecular weight (smallest number first): part of the list above
SMILES,SRC1 TRFRET art,SRC3 TRFRET art
Cc1cc(NC(=O)C2COc3ccccc3O2)no1 (stereo unspecified),1730,1376
NS(=O)(=O)c1cc2c(cc1Cl)NCNS2(=O)=O,1873,1573
CC(SCc1ccccc1)C(=O)N/N=C/c1cccs1 (stereo unspecified),1829,1599
Cc1ccc2c(c1)C1CN(C)CCC1N2C(=S)NC(=O)c1ccc(Br)cc1 (stereo unspecified),1848,1547

# Additional records follow.
SMILES,SRC1 TRFRET art,SRC3 TRFRET art
O=C(Nc1ncccn1)C1CCCCC1,1710,1623
CCOc1cccc(NC(=O)c2cccc(F)c2)c1,1958,1492
COC(=O)c1cccc(Cn2nc(C)c([N+](=O)[O-])c2C)c1,1561,1468
COc1cccc(Oc2coc3cc(OC(=O)N4CCOCC4)ccc3c2=O)c1,1582,1602
CC1CCCCC1NC(=S)NC(=O)c1ccccc1Br (stereo unspecified),1761,1608
CC(C)OP(=O)(c1ccccc1)c1ccccc1,1628,1302
CCOC(=O)c1sc(N(Cc2ccccc2)C(=O)COC(=O)c2ccccc2O)nc1C,2072,1656
CCOc1ccc2nc(N/C(N)=N/C(=S)Nc3ccc(C)c(C)c3)nc(C)c2c1,1716,1532
C/C(=N\N1CCN(C2c3ccccc3-c3ccccc32)CC1)c1ccco1,1751,1673
COc1ccc(/C=N/NC(=O)c2ccc(CSc3nc(C)cc(C)n3)cc2)cc1O,1644,1564
C=CCc1cccc(C=Nc2ccc(Br)cc2)c1O,1869,1581
Cc1ccc(CNC(=O)Cn2nnc3ccccc3c2=O)cc1,1588,1543
Cc1ccc(-c2nn(-c3ccccc3)cc2C(=O)OCC(=O)Nc2ncc(Cl)cc2Cl)cc1,1649,1411
O=C(Cc1cccs1)Nc1nnc(SCc2ccc(F)cc2)s1,1814,1523
COc1c(F)c(F)c(C(=O)Nc2ccc(-c3nc4ccccc4[nH]3)cc2)c(F)c1F,1774,1344
Cc1ccccc1-c1ccc(=O)n(CC(=O)Nc2ccc(S(=O)(=O)N(C)C)cc2)n1,1842,1691
COc1cccc(NC(=O)c2ccc(-c3ccc([N+](=O)[O-])cc3)o2)c1,1775,1724
CC(Sc1nnnn1C)C(=O)Nc1ccccc1 (stereo unspecified),1516,1296
O=C(O)c1ccc(Br)cn1,1942,1568
COc1ccc(S(=O)(=O)Cc2ccc(C(=O)N3CCOCC3)o2)cc1,2020,1683
COc1cc(C)c(C(C)C)cc1S(=O)(=O)N1CCOCC1,1853,1406
COCCCNC(=O)CCCn1c(=O)c2ccccc2n(CC(=O)Nc2c(C)cccc2C)c1=O,1418,1588
CC(C)NC(=O)COC(=O)CNC(=O)c1cc(Cl)cc([N+](=O)[O-])c1,1888,1652
C/C(=N\NC(=O)COc1ccc(C)cc1C(C)C)c1cc2ccccc2o1,2000,1638
Cc1[nH]c2ccccc2c1C(=O)CSC(=S)N(C)C1CCCCC1,1511,1423

# No new results follow: entries from further up.
SMILES,SRC1 TRFRET art,SRC3 TRFRET art
C/C(=N\NC(=O)COc1ccc(C)cc1C(C)C)c1cc2ccccc2o1,2000,1638
Cc1[nH]c2ccccc2c1C(=O)CSC(=S)N(C)C1CCCCC1,1511,1423

# Following part
SMILES,SRC1 TRFRET art,SRC3 TRFRET art
CC(=O)Nc1ccc(S(=O)(=O)N2CCN(c3ccc([N+](=O)[O-])c(NCCN4CCOCC4)c3)CC2)cc1,1741,1479
O=C(CCS(=O)(=O)c1ccc(Br)cc1)N1CCN(c2ccccc2F)CC1,1677,1968
COc1ccc(Cc2nnc(NC(=O)c3cccc(C)c3)s2)cc1,1816,1258
Cc1cccc(C2c3[nH]c4ccccc4c3CCN2C(=O)c2cc3c([nH]c2=O)CCCC3)n1 (stereo unspecified),1856,1685
COc1ccccc1OCC(=O)NNC(=O)c1cccs1,1778,1676
Cc1ccc(NS(=O)(=O)c2ccc(Cl)c(NC(=S)NC(=O)C3CCCCC3)c2)cc1Cl,1753,1730
O=C(NC(=S)Nc1ccc(-c2ccc(CO)o2)cc1)c1cccs1,2097,1956
O=S(=O)(Nc1cc(Sc2ncn[nH]2)c(O)c2ccccc12)c1ccccc1,1432,1688
CCOc1ccccc1NC(=O)C1CCCN1C(=O)OCc1ccccc1 (stereo unspecified),1595,1468
C=CCn1c(=O)/c(=C2/Sc3ccccc3N2CC)s/c1=C1/C(=O)NN=C1C,1653,1672
CCOC(=O)C(Cc1ccc(O)cc1)NC(=O)CNC(=O)C1CCCN1C(=O)OC(C)(C)C (stereo unspecified),1545,1331
O=C(Oc1cccnc1)c1ccc([N+](=O)[O-])cc1Cl,1950,1781
Cc1sc2nc(CN3CCCC3)nc(Cl)c2c1C,1842,1725
CCN1C(=O)c2ccccc2S(=O)c2ccc(C(=O)N3CCCC3)cc21 (stereo unspecified),1788,1702
CC(C)Sc1nc2c(c(=O)n1C)SC(C)C2 (stereo unspecified),1827,1518
Cn1c(=O)n(C)c2cc([N+](=O)[O-])c(N3CCN(C(=O)c4cccc(Cl)c4)CC3)cc21,1878,1525
Cc1ccc(N2C(=O)C(O)(C(F)(F)F)C3=C2CC(C)(C)CC3=O)cc1 (stereo unspecified),1898,1583
CCN(CC)c1ccc(/C=N/NC(=O)c2cnccn2)cc1,1931,1780
O=C(NC1CCCCC1)C(c1ccc2ncccc2c1)N(Cc1ccc2c(c1)OCO2)C(=O)c1ccc2c(c1)OCCO2 (stereo unspecified),1971,1520
Cc1cc[n+](CC(=O)c2ccccc2)c2ccccc12,1815,1563
Cc1ccc(S(=O)(=O)N(C)/N=C/c2ccc(C(=O)O)cc2)cc1,1551,1533
C=CCOc1ccccc1CNc1cccc(F)c1,1775,1491
O=C(Cc1ccc(Cl)cc1)N/N=C/c1ccncc1,2048,1748
COc1cc(/C=N/O)cc(Br)c1OC,1912,1589
COc1ccc(C2SCC(=O)N2c2nnc(C34CC5CC(CC(C5)C3)C4)s2)cc1 (stereo unspecified),1848,1546
CSc1oc(-c2ccccc2)nc1S(=O)(=O)c1ccc(C)cc1,2106,2062*
